# PDI turbidity – inhibitors of human PDI, primary screen, biochemical, turbidity, single point, plate reader | PDI insulin aggregation turbidity, A650, 90 min | inhibition, % at 10 µM | Protein disulfide-isomerase (Homo sapiens), P07237 | hit rate 0.052% among 350,000 | AID 588391, 2011;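 active means mean inhibition across replicates of 30% or more, whatever share of single replicates reach that level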;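 further: absorbance from insulin aggregation driven by PDI reduction with DTT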
# Target sequence (P07237 whole entry, looked up): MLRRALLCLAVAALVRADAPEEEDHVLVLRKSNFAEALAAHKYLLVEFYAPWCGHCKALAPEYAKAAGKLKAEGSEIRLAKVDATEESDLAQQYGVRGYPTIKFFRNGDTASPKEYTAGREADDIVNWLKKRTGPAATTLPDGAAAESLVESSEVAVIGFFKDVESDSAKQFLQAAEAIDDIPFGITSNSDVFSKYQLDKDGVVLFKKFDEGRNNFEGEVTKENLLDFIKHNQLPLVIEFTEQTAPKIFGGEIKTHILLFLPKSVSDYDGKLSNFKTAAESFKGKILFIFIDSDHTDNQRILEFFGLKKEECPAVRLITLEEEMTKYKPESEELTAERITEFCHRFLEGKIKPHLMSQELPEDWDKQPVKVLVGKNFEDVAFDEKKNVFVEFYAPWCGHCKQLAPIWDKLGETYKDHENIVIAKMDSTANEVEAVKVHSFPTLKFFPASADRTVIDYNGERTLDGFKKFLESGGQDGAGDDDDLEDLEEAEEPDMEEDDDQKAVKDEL
# Glyco luc inh – increase of ERlucT glycosylation luciferase signal, primary screen, N-linked glycosylation inhibitor project, D54 ERlucT cells, luminescence, set 2 | D54 ERlucT glycosylation luciferase reporter, 24 h; percent of 100 nM tunicamycin response | reporter increase, % at 12.5 µM | hit rate 0.23% among 360,000 | AID 588692, 2011;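 active means mean luciferase reporter signal, scaled so untreated is 0 and the glycosylation-blocking control 100, at or above a set limit in every replicate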;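 further: luciferase carries N-glycosylation sites so blocking glycosylation raises the light; 0% = median of neutral control wells and 100% = median of 100 nM tunicamycin wells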
# HTR2A ag – mouse Htr2a agonists via beta-arrestin recruitment, primary screen, cell-based, luminescence | 5-hydroxytryptamine receptor 2A (Mus musculus), P35363 | CHO-K1 mHTR2A beta-arrestin complementation; percent of 30 µM serotonin response | activation, % at 7.6 µM | hit rate 0.66% among 360,000 | AID 624169, 2012;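 active means activation above a run cutoff, the mean activation of all tested compounds plus 3 SD, cut at about 14% in these data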;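 further: 0% = plate median of compound wells and 100% = 30 µM serotonin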
# H9c2 protect – cardioprotection against H2O2-induced cell death, primary screen, uHTS, H9c2 cells, ATPLite luminescence. hit rate 0.63% among 360,000. protection from H2O2 cell death, % at 20 µM. AID 588492, 2011. H9c2 cardiomyocytes, H2O2 injury protection, 2 h;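 active means compounds giving at least 50% protection of heart cells from peroxide-induced death in the single-dose screen, raw or plate-pattern-corrected value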;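 further: 0% = DMSO wells with peroxide and 100% = DMSO wells without peroxide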
# MC4R antag cAMP – MC4R antagonists of cAMP signaling, primary screen, cell-based, TR-FRET, antagonist arm of biased-ligand search | AID 540295, 2011 | MC4R-expressing cells, MTII-stimulated cAMP, LANCE TR-FRET | inhibition, % at 6.5 µM | Melanocortin receptor 4 (Homo sapiens), P32245 | hit rate 0.48% among 360,000;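 active means inhibition above its plate's cutoff, the mean of tested wells on that plate plus 3 SD, cut at about 29% in these data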;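 further: 0% = Melanotan II alone and 100% = Melanotan II plus saturating MCL0020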
# Target sequence (P32245 whole entry, looked up): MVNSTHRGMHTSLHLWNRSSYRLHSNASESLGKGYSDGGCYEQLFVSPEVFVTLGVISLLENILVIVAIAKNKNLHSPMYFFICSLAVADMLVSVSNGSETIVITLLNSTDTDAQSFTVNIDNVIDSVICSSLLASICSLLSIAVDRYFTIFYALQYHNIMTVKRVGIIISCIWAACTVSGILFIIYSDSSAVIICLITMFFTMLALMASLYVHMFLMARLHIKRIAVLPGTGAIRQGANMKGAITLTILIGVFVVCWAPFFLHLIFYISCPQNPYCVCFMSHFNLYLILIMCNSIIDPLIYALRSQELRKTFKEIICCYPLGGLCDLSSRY
#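 System: U2OS-MC4R stable cell line; Technique: Eu-cAMP/anti-cAMP TR-FRET, emission 671 nm; Repeats: single well per compound; Also added: Melanotan II; Dosing: one concentration, 6.5 µM nominal; Schedule: 30-min compound, 1-h challenge, 1-h detection, room temperature.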
# MC4R barr agon – MC4R agonists recruiting beta-arrestin, primary screen, cell-based, luminescence, agonist arm of biased-ligand search; Melanocortin receptor 4 (Homo sapiens), P32245; activation, % at 8.9 µM; hit rate 0.98% among 360,000; U2OS MC4R beta-arrestin complementation; percent of melanotan II response, DMSO zero;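 active means activation above a per-plate cutoff, the mean activation of sample wells on that plate plus 3 SD, cut at about 8% in these data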
# ABCB6 inh MLPCN – ABCB6 transporter inhibitors, primary screen, K562-ABCB6 cells, flow cytometry, MLPCN library. ATP-binding cassette sub-family B member 6 (Homo sapiens), Q9NP58. K562-ABCB6 porphyrin accumulation, 1 h; active compounds read low. fluorescence ratio to DMSO, % at 10 µM. hit rate 0.19% among 360,000. AID 602162, 2011;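 active means fluorescence ratio to DMSO below 75%, the collection mean minus 3 SD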;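 further: signal is porphyrin accumulated inside mitochondria; 100% equals median channel fluorescence of DMSO control wells; lower ratio means ABCB6 inhibition with less porphyrin fluorescence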
# aDG glyco act – activators of alpha-DG glycosylation, primary screen, uHTS, Pro5-aDG cells, AlphaScreen | alpha-DG glycosylation AlphaScreen (IIH6); 0% Pro5, 100% B10-LARGE cell signal | activation, % at 10 µM | hit rate 0.22% among 360,000 | AID 624168, 2012;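 active means activation of at least 8% versus controls, or a plate z-score of at least 8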;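 further: Pro5 are CHO cells carrying HIG-tagged alpha-DG that lacks glycosylation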
# CaV13 ICDI inh – Primary screen for inhibitors of IQ motif and Ca2+-dependent inactivation inhibitor domain binding in CACNA1D, Förster resonance energy transfer in living cells, … | HEK cells, CFP/YFP FRET ICDI-IQ, plate reader, 10 min; percent FRET-ratio fall versus neutral wells | hit rate 0.098% among 340,000 | inhibition, % at 12.3 µM | AID 743397;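 active means mean replicate inhibition of at least 30% and at least 1% of replicates passing that level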;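 further: 0% = median of the neutral control wells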
# Vif inh – HIV Vif self-association inhibitors, primary screen, imaging, HEK293T, single point. AID 602346, 2012. hit rate 0.35% among 340,000. inhibition, % at 7.49 µM. HEK293T cells, Vif self-association by quenched fluorescence, 24 h; in the data active means inhibition above about 50%, passing the limit was not always enough; further: some results filed as inactive read as strong as hits
# Numbers without * were called inactive; · = not tested or not shown.
SMILES,PDI turbidity,Glyco luc inh,HTR2A ag,H9c2 protect,MC4R antag cAMP,MC4R barr agon,ABCB6 inh MLPCN,aDG glyco act,CaV13 ICDI inh,Vif inh
O=C(Nc1nc2ccc(Oc3ccccc3)cc2s1)c1cc([N+](=O)[O-])ccc1N1CCOCC1,5,-8,0,5,15,-1.9,101,0.2,-4,0
NC(=O)N(CCC(=O)O)c1ccccc1,-3,2,6,5,10,1.0,107,0.0,-19,-1
Cn1nccc1C(=O)Nc1ccc2c(c1)OCCO2,5,-11,-2,-12,16,-2.5,105,-0.2,-3,-8
N#Cc1c(-c2ccccc2)c(-c2ccccc2)nn(CC(=O)NNC(=O)Nc2ccc(Cl)cc2)c1=O,5,8,-3,-2,-9,-3.9,101,0.3,-21,·
CN(CC(=O)Nc1ccc(Cl)c(C(F)(F)F)c1)C(=O)CCc1nc2ccccc2c(=O)[nH]1,-3,0,4,49,5,-2.3,102,0.4,-6,3
COc1ccccc1C(=O)NCC1(c2ccccc2)CCCC1,-3,-2,-1,2,1,-0.2,98,0.1,7,-14
CCOC(=O)CSc1nc2sc3c(c2c(=O)n1-c1ccccc1)CCN(C(C)C)C3,7,1,0,12,2,0.4,101,0.1,-16,-1
CCCc1cc(=O)[nH]c(SCC(=O)Nc2cc(S(=O)(=O)N3CCOCC3)ccc2N(CC)CC)n1,2,-2,6,1,-2,0.1,98,0.0,-6,3
CCOC(=O)C1=C(COC(=O)COc2cc(C)ccc2C)NC(=O)NC1C (stereo not drawn),-12,3,-8,4,6,-0.9,95,0.2,-3,-9
CC(C)(C)c1ccc(OCCNC(=O)c2ncn[nH]2)cc1,-6,-4,1,-2,8,-1.7,106,0.0,-5,18
Cc1cccc(N2CCN(C3=NC(=O)C(=C4CCCCC4)S3)CC2)c1,-9,-3,-4,-11,3,0.4,97,0.4,-5,-7
COC(=O)c1c(NC(=O)Cc2ccccc2)sc2c1CC(C)(C)NC2(C)C,-18,-1,0,16,4,-0.1,103,-0.1,-5,-3
CCOC(=O)Nc1ccc2c(c1)Nc1ccccc1S2,2,-1,-6,-8,10,-0.5,100,-0.1,-5,-4
CC(C)(C)c1ccc(C(=O)N2CCC2(C)C(=O)NCc2ccc3c(c2)OCO3)cc1 (stereo not drawn),-7,0,-3,-8,0,-0.6,100,1.0,-6,-29
CCCCc1ccc(/C=C(\C#N)C(N)=S)s1,1,0,-2,-14,19,2.6,90,0.2,-5,-2
CC(=O)Nc1cccc(-c2ccnc3c2CC(C(=O)NCc2ccc(N(C)C)cc2)O3)c1 (stereo not drawn),11,13,2,0,-14,-1.7,106,-0.1,-6,-2
Cc1ccc(S(=O)(=O)n2ccc(OC(=O)c3cccs3)n2)cc1,1,6,-1,-4,-12,-2.7,99,-0.4,-4,-2
CCOc1ccc(S(=O)(=O)NCCC(=O)NNC(=O)c2ccc(F)cc2)cc1,-2,2,-1,0,3,0.1,96,-0.2,-4,21
Cc1ccc(C)c(-n2cc[nH]c2=S)c1,-17,3,5,1,6,-1.9,93,-0.2,-5,4
CCOc1ccc(C(O)c2nccn2C)cc1 (stereo not drawn),-9,1,4,2,5,-0.2,97,-0.3,-5,3
N=c1n(CCCOc2ccc(Br)cc2)c2ccccc2n1CC(N)=O,-1,-2,-11,5,-2,-0.8,97,0.0,2,27
C[C@H]1CN=C(N(C)C)N1CCC1CCCC1,-7,1,1,-2,4,-3.4,96,0.2,-5,-16
Cc1ccc(-n2nc3c(c2NC(=O)c2cccs2)CSC3)cc1,5,-5,-1,-6,15,0.8,101,0.2,-10,-4
CCOCCCNC(=O)c1cc(-c2cccnc2)nc2ccc(S(=O)(=O)N3CCC(C)CC3)cc12,3,7,5,7,1,-1.2,93,-0.1,·,-6
COc1cccc(NC(=O)CSc2nc3ccccc3c(=O)n2Cc2cccs2)c1,3,-14,-2,32,2,-2.4,92,0.5,-6,-4
O=C(NNc1cccc(Cl)n1)Nc1ccccc1F,-1,-2,-1,2,13,-1.9,99,-0.2,-2,4
c1ccc(-c2nnc(CN3CCN(c4ccccc4)CC3)o2)cc1,·,0,-1,-5,4,-0.8,96,0.0,-6,0
Cc1cccn2c(=O)c(C=C(C#N)C#N)c(N3CCN(C)CC3)nc12,7,-1,-7,-1,3,-1.2,95,0.0,-115,4
Cc1ccc(C(CC(=O)N2CCCC2)c2ccccc2)c(O)c1 (stereo not drawn),-1,-3,3,2,12,2.8,94,0.1,-18,-6
CCc1cc2c(NC(Cc3ccccc3)C(=O)O)nc(C)nc2s1 (stereo not drawn),-3,2,3,-1,7,-1.4,100,-0.2,-5,4
Cc1cc(C)c(C)c(OCCN2CCOCC2)c1,7,5,-3,0,12,0.7,96,0.0,3,-2
CN1N=C(C(=O)Nc2ccc3c(c2)CCC3)CCC1=O,0,2,2,-3,5,-3.6,98,-0.2,-4,0
COc1cccc(NC(=S)NCc2ccccn2)c1,-4,1,4,-7,12,1.4,100,0.4,-4,0
O=C(COC(=O)C1=Cc2ccccc2OC1)NCc1ccc(F)cc1,1,2,7,-3,13,-1.0,97,-0.1,·,-6
CCOCCCNC(=O)CCC(=O)NNc1nc2ccccc2c2nc(C)nn12,1,2,-3,0,23,-0.8,96,-0.3,4,-12
CN(C)c1c2ccccc2nc2c(F)c(F)c(F)c(F)c12,-17,8,0,-6,23,-2.6,149,0.9,·,-6
CC(=O)N1CCc2cc(Br)cc(S(=O)(=O)N3CCN(C(=O)c4ccco4)CC3)c21,0,0,1,1,5,-1.7,98,0.1,-4,25
COc1cc(N2Cc3ccccc3C2)ccc1C=O,4,-11,2,11,-5,-3.7,99,0.0,-4,-10
NC(=O)c1nsc(C(=O)N(CC(=O)NC2CCCC2)c2cccc(C(F)(F)F)c2)c1N,-26,0,8,-2,17,-0.6,99,0.2,-3,9
COc1ccc(OC)c2c(C)cc(N3CCCCCC3)nc12,2,7,-3,-10,-2,2.5,105,0.0,-5,8
CC(=O)COc1cccc2ccc(/C=C/c3ccc(Br)s3)nc12,-7,0,-2,-10,-7,-1.1,104,0.0,4,3
c1ccc2c(N3CCOCC3)nc(N3CCOCC3)nc2c1,11,0,3,5,3,0.3,98,0.3,-4,23
O=[N+]([O-])c1ccc(COc2ccc(-c3[nH]ncc3-c3ccccc3)c(O)c2)cc1,8,-6,2,-9,4,5.2,92,0.5,-15,1
CC(=O)NS(=O)(=O)c1ccc(NC(=O)CCC2CCCC2)cc1,-1,1,3,7,12,-1.6,93,0.0,·,0
COc1ccc(O)c(C(=O)C2c3ccccc3C(=O)N2c2ccc(C)cc2)c1 (stereo not drawn),4,-2,-2,32,8,0.3,101,0.0,-4,3

# Some of the entries above, set out differently.
SMILES	PDI turbidity	Glyco luc inh	HTR2A ag	H9c2 protect	MC4R antag cAMP	MC4R barr agon	ABCB6 inh MLPCN	aDG glyco act	CaV13 ICDI inh	Vif inh
COc1ccc(OC)c2c(C)cc(N3CCCCCC3)nc12	2	7	-3	-10	-2	2.5	105	0.0	-5	8
CC(=O)COc1cccc2ccc(/C=C/c3ccc(Br)s3)nc12	-7	0	-2	-10	-7	-1.1	104	0.0	4	3

# Returning to the listing, repeating the 6 entries before the break.
SMILES,PDI turbidity,Glyco luc inh,HTR2A ag,H9c2 protect,MC4R antag cAMP,MC4R barr agon,ABCB6 inh MLPCN,aDG glyco act,CaV13 ICDI inh,Vif inh
COc1ccc(OC)c2c(C)cc(N3CCCCCC3)nc12,2,7,-3,-10,-2,2.5,105,0.0,-5,8
CC(=O)COc1cccc2ccc(/C=C/c3ccc(Br)s3)nc12,-7,0,-2,-10,-7,-1.1,104,0.0,4,3
c1ccc2c(N3CCOCC3)nc(N3CCOCC3)nc2c1,11,0,3,5,3,0.3,98,0.3,-4,23
O=[N+]([O-])c1ccc(COc2ccc(-c3[nH]ncc3-c3ccccc3)c(O)c2)cc1,8,-6,2,-9,4,5.2,92,0.5,-15,1
CC(=O)NS(=O)(=O)c1ccc(NC(=O)CCC2CCCC2)cc1,-1,1,3,7,12,-1.6,93,0.0,·,0
COc1ccc(O)c(C(=O)C2c3ccccc3C(=O)N2c2ccc(C)cc2)c1 (stereo not drawn),4,-2,-2,32,8,0.3,101,0.0,-4,3
COc1ccc(CC(=O)Oc2ccc(C)cc2C)cc1,0,2,1,-2,-4,0.1,98,0.1,-7,-1
CCOc1ncccc1C(=O)N1CCCSC1=Nc1ccccc1OC,4,1,0,18,-5,0.7,99,0.6,10,6
O=C(Nc1ccc(Cl)cn1)c1cccnc1,16,4,0,-3,-2,-0.3,96,-0.3,·,·
CCOc1ccc(NC(=O)COC(=O)c2cc(C)oc2C)cc1,12,1,8,-4,1,0.4,96,0.1,-2,0
O=C(Nc1cccc(OC(F)(F)F)c1)c1ccc(Br)o1,6,-4,2,-8,-4,3.1,84,0.2,-3,-6
Fc1ccc(-c2csc(/C=C/c3ccc4c(c3)OCO4)n2)cc1,5,1,-2,-19,-1,0.3,102,0.1,0,6
CCOc1cc(N2CCOCC2)c(OCC)cc1NC(=O)c1ccc(OC(C)C)cc1,15,0,8,5,7,-1.7,98,-0.6,3,-1
CC(=O)Nc1ccc(NC(=O)C(C)n2nc(C)c([N+](=O)[O-])c2C)cc1 (stereo not drawn),-4,2,0,6,6,-0.9,92,-0.1,-6,-9

# Arranged by heavy-atom count (lowest first): part of the list above
SMILES,PDI turbidity,Glyco luc inh,HTR2A ag,H9c2 protect,MC4R antag cAMP,MC4R barr agon,ABCB6 inh MLPCN,aDG glyco act,CaV13 ICDI inh,Vif inh
O=C(Nc1ccc(Cl)cn1)c1cccnc1,16,4,0,-3,-2,-0.3,96,-0.3,·,·
Cc1ccc(S(=O)(=O)n2ccc(OC(=O)c3cccs3)n2)cc1,1,6,-1,-4,-12,-2.7,99,-0.4,-4,-2
CCOC(=O)C1=C(COC(=O)COc2cc(C)ccc2C)NC(=O)NC1C (stereo not drawn),-12,3,-8,4,6,-0.9,95,0.2,-3,-9

# Bioassay records from PubChem BioAssay.

# The order is random; any-hit rate near 3.6%.
